High-throughput results as filed in PubChem BioAssay.
LYP inhibition = inhibitors of LYP phosphatase, biochemical, fluorescence intensity, uHTS (AID 1779); recombinant LYP phosphatase, fluorescence intensity; higher % means a stronger effect; inhibition, % at 11.5 µM; hits with a dose series show IC50 in µM; 290,000 compounds, 0.054% hits;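 note: plate controls were vehicle with enzyme for no effect and no enzyme for full effect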
ER stress rescue = rescue of cells from ER stress-induced death, primary screen, 384-well, CSM14.1, thapsigargin, ATP luminescence (AID 1222) | cellular ATP content (survival), % at 20 µM, or EC50 in µM where a hit was titrated | CSM14.1 thapsigargin-induced death rescue, ATP luminescence; higher % means a stronger effect | 190,000 tested, under 10 active;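 active = EC50 below 50 µM in the dose-response confirmation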;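 note: death triggered by thapsigargin at about 15 µM added after 2 h compound pretreatment; cell ATP read after overnight thapsigargin exposure of roughly 18 to 22 hours; normalized against plate controls of thapsigargin alone and 5% DMSO vehicle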
Hep lipid drop = inhibitors of hepatocyte lipid droplet formation, primary screen, imaging, high-throughput imaging, BODIPY stain. AML12 mouse hepatocytes, oleate lipid droplets. inhibition, % at 6.5 µM. 240,000 compounds, 0.4% hits;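 active = lipid droplet intensity inhibited by at least 50%, with more than 500 cells counted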
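material = mouse AML12 hepatocyte cell line, fixed after treatment | also added = 100 µM oleic acid challenge | doses = compound at 6.5 µM only | schedule = overnight exposure | technique = Image-based BODIPY and DAPI two-channel analysis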
AID2073 = inhibitors of Mint1-CaV2.2 protein interaction, biochemical, HTRF (AID 2073) | HTRF protein-protein interaction, Mint1-CaV2.2; higher % means a stronger effect | one-dose inhibition, % at 20 µM; IC50 in µM for titrated hits | 290,000 compounds, 0.19% hits; in the data active = inhibition mostly above about 51%, no sharp cut-off; note: some results filed as inactive read as strong as hits
HEK293 NOD2/NF-kB = NOD2 signaling inhibitors, cell-based, luminescence, uHTS, HEK293 (AID 1566). HEK293 NOD2/NF-kB luciferase reporter, luminescence; higher % means a stronger effect. 290,000 compounds, 0.63% hits. inhibition, % at 4 µM; hits with a dose series show EC50 in µM; note: many of its hits are not listed in these tables
SIAH1 antagonists = Siah-1 peptide-binding antagonists, primary screen, biochemical, fluorescence polarization, rhodamine-plectin, uHTS (AID 1817). E3 ubiquitin-protein ligase SIAH1 (Homo sapiens). Siah-1 / rhodamine-plectin peptide fluorescence polarization; higher % means a stronger effect. displacement, % at 20 µM; hits with a dose series show IC50 in µM. 290,000 compounds, 0.02% hits;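 active = displacement of at least 50% at 20 µM, with a fluorescence ratio check between 0.3 and a set limit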;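 note: plate controls were Siah plus tracer with DMSO for no effect and tracer alone without Siah for full effect; strong numbers were not always called active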
XIAP displacement = XIAP antagonists, biochemical, IAP family, fluorescence polarization (AID 1018) | displacement, % at 20 µM, or IC50 in µM where a hit was titrated | XIAP BIR domain, fluorescence polarization peptide displacement; higher % means a stronger effect | 200,000 compounds, 0.007% hits; in the data active = displacement above about 50%; note: a part of the inactive calls stands beside numbers as strong as those of hits
P. falciparum M1AAP = P. falciparum M1AAP inhibitors, biochemical, fluorogenic H-Leu-NHMec substrate, 1536-well (AID 1445) | recombinant M1AAP, H-Leu-NHMec fluorogenic kinetic assay; higher % means a stronger effect | Aminopeptidase N (Plasmodium falciparum (isolate 3D7)) | one-dose inhibition, % at 30 µM; IC50 in µM for titrated hits | 220,000 compounds, 0.42% hits;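 active = primary inhibition above the hit cutoff, then over 50% inhibition at one or more dose response concentrations, cut at about 23% in these data, passing the limit was not always enough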;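 note: plate controls were DMSO full reaction for no effect and no enzyme background for full effect; strong numbers were not always called active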
M17LAP inhibition = P. falciparum M17LAP inhibitors, primary screen, biochemical, fluorogenic H-Leu-NHMec substrate, 1536-well (AID 1619); recombinant M17LAP, H-Leu-NHMec fluorogenic kinetic assay; higher % means a stronger effect; 220,000 compounds, 0.38% hits; inhibition, % at 30 µM, or IC50 in µM where a hit was titrated; Leucine aminopeptidase (Plasmodium falciparum (isolate 3D7));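 active = compound inhibiting the enzyme by more than half at any dose during confirmatory dose-response retesting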;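 note: plate controls were full reaction with DMSO carrier for no effect and no enzyme background for full effect; strong numbers were not always called active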
Hep lipid drop cells 6.5 µM = second read-out of Hep lipid drop, no call of its own (marks repeat the call); cell count; measured here: cell count, cytotoxicity flag;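 cells counted across two imaged fields per well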
An asterisk follows results filed as active; · = no result given. Cut-off read from the data, not from the text of the source, unless noted: active = inhibition above about 50%; inactive = the rest. An excerpt. The share of hits here may be higher or lower than overall.

SMILES	LYP inhibition	ER stress rescue	Hep lipid drop	Hep lipid drop cells 6.5 µM	AID2073	HEK293 NOD2/NF-kB	SIAH1 antagonists	XIAP displacement	P. falciparum M1AAP	M17LAP inhibition
Cc1ccc(NC(=O)Cn2c(=O)n(CCC(=O)NC3CCN(Cc4ccccc4)CC3)c(=O)c3ccccc32)cc1	-6%	7.0%	-11	682	-15%	-36%	-4%	-12%	4%	0%
O=C(c1ccccc1SCc1ccccc1)N1CCOCC1	-7%	0.1%	1	695	1%	-5%	-1%	-3.1%	-4%	-4%
CC1CCCN(C(=S)SCC(=O)O)C1 (stereo not drawn)	-5%	-0.6%	12	664	2%	4%	2%	-3.0%	5%	-6%
COc1ccccc1NC(=O)c1c(C)oc2c1CCCC2	-4%	-2.3%	11	449	5%	9%	-6%	-11%	15%	11%
CC(C)CN(C(=O)CN(C)S(=O)(=O)c1ccc(Cl)cc1)C1CCS(=O)(=O)C1 (stereo not drawn)	-13%	·	-5	872	3%	19%	-2%	·	·	·
Cc1nnc(SC(C)C(=O)N2CCc3ccccc32)s1 (stereo not drawn)	-6%	2.8%	1	722	-8%	-5%	-1%	-3.6%	7%	7%
Clc1ccc(Cn2cccn2)cn1	-4%	1.4%	-19	675	4%	6%	1%	0.9%	11%	-3%
CCN(CC)P(=O)(Nc1cccc(C(F)(F)F)c1)c1ccc(N(C)C)cc1NC(=O)c1ccco1 (stereo not drawn)	16%	-0.6%	21	639	24%	-64%	-5%	-4.6%	6%	3%
O=C(Nc1nnc(-c2ccccc2Cl)o1)c1cc2cc([N+](=O)[O-])ccc2s1	-12%	0.2%	3	612	4%	45%	2%	-3.3%	-5%	7%
O=S(=O)(NCc1cccnc1)c1ccc(Cl)s1	-8%	-0.3%	·	·	-4%	6%	6%	-4.9%	9%	5%
Cc1ccc(S(=O)(=O)N2CCN(C(=O)c3cccs3)CC2)cc1	-2%	-0.1%	0	726	6%	10%	-3%	1.8%	6%	-19%
O=C(Nc1cccc2ccccc12)c1ccccc1Cl	-2%	·	3	818	0%	-8%	5%	·	·	·
O=C(COC(=O)Cc1ccsc1)Nc1ccc(Cl)c(S(=O)(=O)N2CCOCC2)c1	-4%	-1.7%	0	617	3%	12%	-2%	3.3%	15%	7%
Cc1nn(-c2ccccc2)c2sc(C(=O)OCc3nnc(-c4ccccc4)o3)cc12	-4%	4.8%	-9	771	0%	11%	-9%	-9.6%	-3%	-4%
Cn1cnnc1Sc1ccc(C(=O)NCCC(c2ccccc2)c2ccccc2)cc1[N+](=O)[O-]	0%	-3.6%	2	659	0%	2%	1%	-2.8%	11%	12%
Cn1nccc1C(=O)Nc1ccc(OC(=O)c2ccnn2C)cc1	-11%	2.0%	7	736	-1%	5%	3%	-2.6%	0%	-2%
CCOc1ccc(C(O)C(CN2CCOCC2)c2ccccc2)cc1 (stereo not drawn)	-7%	-1.6%	·	·	-4%	9%	-4%	2.1%	12%	6%
CN(Cc1ccccc1)C(NC(=O)c1ccccc1)C(Cl)(Cl)Cl (stereo not drawn)	-5%	5.8%	·	·	1%	-8%	0%	-6.0%	0%	-8%
O=C(Nn1c(-c2ccc(Br)cc2)nc2ccccc2c1=O)c1cccnc1	-4%	1.0%	18	708	17%	9%	1%	-6.5%	-3%	1%
COc1ccc(-n2cnc3cc(C(=O)NCCN4CCOCC4)ccc32)cc1	-3%	-5.3%	29	763	8%	-94%	6%	-8.1%	-2%	-10%
Cc1cc(-c2ccc(C)c(S(=O)(=O)NCc3cccc(Br)c3)c2)on1	-6%	·	-3	715	10%	9%	16%	·	·	·
Cn1nccc1C(=O)N1CCCC(N2CCN(c3cccc(C(F)(F)F)c3)CC2)C1 (stereo not drawn)	-13%	·	-7	672	10%	17%	6%	·	·	·
O=C(CCNc1ccccc1)c1ccc2c(c1)OCO2	-10%	-1.7%	·	·	-6%	-93%	-2%	-2.0%	-2%	6%
CCC(C)[C@H](NC(=O)NCc1cccc(OC)c1)C(=O)O (stereo partly drawn)	-8%	-2.3%	·	·	-6%	2%	-3%	0.3%	5%	13%
CC1CCc2nn(CC(=O)NCCCN3CCCC3=O)cc2C1 (stereo not drawn)	-6%	0.9%	·	·	21%	5%	2%	-1.8%	-5%	17%
Further entries
SMILES	LYP inhibition	ER stress rescue	Hep lipid drop	Hep lipid drop cells 6.5 µM	AID2073	HEK293 NOD2/NF-kB	SIAH1 antagonists	XIAP displacement	P. falciparum M1AAP	M17LAP inhibition
O=C(O)Cc1ccc(NC(=O)Cc2ccc3ccccc3c2)cc1	-8%	·	-6	810	-3%	9%	5%	·	·	·
CC(=Nc1cc(C(=O)c2ccccc2)ccc1N)C1=C(O)CC(C)(C)CC1=O	-4%	1.3%	0	779	9%	-7%	-3%	-11%	1%	8%
COc1ccc(CCNC(=O)CCN2C(=O)COc3ccccc32)cc1OC	-2%	·	6	706	-2%	-1%	4%	4.5%	5%	4%
CN(C)c1ccc(C2CC(=O)NC3=C2C(=O)CC(C)(C)C3)cc1 (stereo not drawn)	-6%	2.1%	·	·	10%	14%	-4%	-2.7%	5%	-4%
Cc1n[nH]c(C)c1Sc1ccccc1[N+](=O)[O-]	-3%	·	-14	695	25%	32%	-8%	-4.8%	3%	9%
Cc1ccc(C(=O)N2CCC3(CC2)Oc2ccc(Cl)cc2C(=O)C32CC(c3ccc(Cl)cc3)=NO2)s1 (stereo not drawn)	6%	·	3	662	16%	-4%	4%	·	-1%	5%
COc1ccc(N2CCN(C3CCCN(C(=O)CN4CCCC4=O)C3)CC2)cc1 (stereo not drawn)	-6%	·	-4	762	12%	10%	-1%	·	·	·
Oc1ccc(/C(Cc2ccccn2)=N\Nc2ccccc2)c(O)c1	2%	-0.5%	-3	742	35%	-36%	-1%	-1.5%	3%	11%
COc1c2occc2c(OC)c2c(=O)cc(C(F)(F)F)oc12	-5%	-1.3%	26	796	-7%	0%	5%	-4.3%	4%	3%
Cc1ccc(S(=O)(=O)Nc2cc(C(=O)N3CCOCC3)ccc2N2CCCCC2)cc1	-7%	9.8%	·	·	-1%	-2%	1%	-3.3%	1%	1%
Cc1ccc2nc(C)cc(C(=O)N3CCCC(CO)(Cc4ccccc4C)C3)c2c1 (stereo not drawn)	-4%	2.7%	-24	640	-7%	8%	1%	-15%	-5%	0%
O=C(/C=C/c1ccc(F)cc1)NCCNC(=O)/C=C/c1ccc(F)cc1	-8%	-0.7%	10	667	9%	12%	4%	-2.9%	3%	1%
COc1ccc(OC)c(C(=O)c2ccc(C(=O)O)cc2)c1	-5%	-1.8%	-3	722	-1%	0%	-4%	-5.0%	1%	3%
COc1ccc(NS(=O)(=O)c2ccc3c(c2)CCO3)cc1	-7%	·	-8	790	-3%	4%	-5%	·	0%	2%
COc1cc(C)c(Cl)cc1S(=O)(=O)NCC1CCCO1 (stereo not drawn)	-6%	-1.2%	0	683	-6%	9%	3%	-3.2%	-5%	-6%
COc1ccccc1N1C(=O)C2CC(C)=C(C)CC2C1=O (stereo not drawn)	1%	0.6%	·	·	8%	-7%	-5%	-7.9%	0%	1%
CN(C)C(CNC(C(=O)Nc1ccc(F)cc1)c1ccccc1)c1ccccc1 (stereo not drawn)	-5%	·	2	855	30%	6%	-5%	·	·	·
Cc1cc(Nc2ccccc2F)n2ncnc2n1	-5%	-0.6%	-1	662	-2%	-4%	6%	-0.5%	-10%	3%
CCn1c(=O)cc(OCC(=O)NCCc2cccc(C)c2)c2ccccc21	-4%	-0.4%	-21	673	0%	-1%	-2%	-8.4%	0%	11%
CCN1CCN(C(c2cccs2)C(C)NC(=S)Nc2cccc(C)c2C)CC1 (stereo not drawn)	-5%	·	-2	658	1%	18%	11%	·	2%	-6%
CN(CCOc1ccccc1)CC(=O)Nc1ccc([N+](=O)[O-])cc1Cl	2%	1.5%	-24	712	-2%	-12%	4%	0.9%	5%	-17%
COc1ccc(C2CCCN2C(=O)Nc2cccc(C(C)=O)c2)cc1OC (stereo not drawn)	0%	·	-17	610	-5%	1%	-3%	-1.2%	4%	-5%
COc1ccc(N2CCN(C(=O)CSc3nnc(-c4cc5ccccc5cc4O)n3C)CC2)cc1	3%	-1.8%	·	·	-14%	15%	2%	-1.7%	9%	-1%
O=C(Nc1ccc(Oc2ccc(NC(=O)c3ccco3)c(NC(=O)c3ccco3)c2)cc1)c1ccco1	-7%	0.6%	2	742	6%	8%	-7%	-1.7%	15%	-2%
Cc1ccc(C(=O)O)cc1NC(=O)c1ccc(Cn2nc(C)c(Cl)c2C)o1	0%	-12%	3	701	6%	-5%	-3%	-2.1%	7%	-2%
(further entries)
SMILES	LYP inhibition	ER stress rescue	Hep lipid drop	Hep lipid drop cells 6.5 µM	AID2073	HEK293 NOD2/NF-kB	SIAH1 antagonists	XIAP displacement	P. falciparum M1AAP	M17LAP inhibition
Cn1c(CO)cnc1S(=O)(=O)Cc1c(Cl)cccc1Cl	-13%	·	-24	689	-7%	15%	-5%	·	·	·
COCCn1c(C)cc(/C=C2/NC(=O)N(Cc3ccc(C)cc3)C2=O)c1C	-4%	·	33	701	-10%	1%	8%	·	7%	-2%
CCc1cccc(NC(=O)CCNS(=O)(=O)c2cc(Br)cnc2N)c1	-10%	·	2	653	5%	14%	28%	·	·	·
Cc1nc(CSc2n[nH]c(=O)n2-c2cccc(F)c2)cs1	-5%	·	-4	724	9%	4%	-4%	·	2%	-7%
CCOC(=O)c1ccc(NC(=O)COc2ccc(S(=O)(=O)N3CCCC3)cc2)cc1	-4%	-2.2%	0	694	-17%	10%	1%	-4.7%	10%	22%
C[C@@H](C(=O)CC(=O)OC(C)(C)C)[C@@H](O)c1ccccc1	-10%	·	31	855	-1%	10%	7%	·	·	·
Cc1ccccc1C(=O)NN1CC(C(=O)OCc2ccc(Cl)c(Cl)c2)CC1=O (stereo not drawn)	-5%	·	21	757	9%	-3%	1%	·	·	·

Pulled by compound from the list above:
SMILES	LYP inhibition	ER stress rescue	Hep lipid drop	Hep lipid drop cells 6.5 µM	AID2073	HEK293 NOD2/NF-kB	SIAH1 antagonists	XIAP displacement	P. falciparum M1AAP	M17LAP inhibition
COc1c2occc2c(OC)c2c(=O)cc(C(F)(F)F)oc12	-5%	-1.3%	26	796	-7%	0%	5%	-4.3%	4%	3%
COc1ccccc1N1C(=O)C2CC(C)=C(C)CC2C1=O (stereo not drawn)	1%	0.6%	·	·	8%	-7%	-5%	-7.9%	0%	1%
C[C@@H](C(=O)CC(=O)OC(C)(C)C)[C@@H](O)c1ccccc1	-10%	·	31	855	-1%	10%	7%	·	·	·
Cc1ccc(NC(=O)Cn2c(=O)n(CCC(=O)NC3CCN(Cc4ccccc4)CC3)c(=O)c3ccccc32)cc1	-6%	7.0%	-11	682	-15%	-36%	-4%	-12%	4%	0%
